# Assay outcomes (PubChem)
# BH1578 lux ind: induces V. cholerae light production without autoinducers | V. cholerae BH1578 lux reporter, luminescence, 6 h | AID 588436 | 350,000 compounds, 0.16% hits | activation, % at 18.7 µM; in the data active = activation mostly above about 9.7%, no sharp cut-off; note: not every result past the cut was called active; inactives centre near 0; reference of the scale not given here
# BioA inh: inhibitors of Mycobacterium tuberculosis BioA enzyme; inhibition, % at 9.99 µM; AID 602481; 360,000 compounds, 0.096% hits; purified M. tuberculosis BioA enzyme, plate reader; in the data active = inhibition above about 40%
# 3CLpro inhibitor: SARS-CoV 3CLpro protease inhibition; P0C6X7; recombinant SARS-CoV 3CLpro, quenched FRET peptide cleavage; inhibition, % at 6 µM; 290,000 compounds, 0.14% hits; in the data active = inhibition above about 12%
# GDH-TPI counter: inhibits GDH-TPI coupling enzymes, artifact for Mtb FBA screen | GDH-TPI coupled enzyme counterscreen, NADH absorbance | inhibition, % at 4.8 µM | 360,000 compounds, 1.2% hits | AID 588335; in the data active = inhibition above about 30%;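 note: 0% = DMSO wells and 100% = wells lacking the enzyme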
# UGM FP inh: Mtb UDP-galactopyranose mutase inhibition. P9WIQ1. purified UGM, fluorescence polarization probe displacement. inhibition, % at 10 µM. 320,000 compounds, 0.06% hits. AID 504406; in the data active = inhibition above about 10%, passing the limit was not always enough
# Rv3671c inh: Rv3671c (M. tuberculosis) protease inhibition; 320,000 compounds, 0.048% hits; P9WHR9; AID 2606; inhibition, % at 5.96 µM; in the data active = inhibition above about 38%;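 note: extracellular domain of Rv3671c used as enzyme; 0% = enzyme with DMSO and 100% = no enzyme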
# Target sequence (P9WHR9 whole entry, looked up, the tested form may be a part): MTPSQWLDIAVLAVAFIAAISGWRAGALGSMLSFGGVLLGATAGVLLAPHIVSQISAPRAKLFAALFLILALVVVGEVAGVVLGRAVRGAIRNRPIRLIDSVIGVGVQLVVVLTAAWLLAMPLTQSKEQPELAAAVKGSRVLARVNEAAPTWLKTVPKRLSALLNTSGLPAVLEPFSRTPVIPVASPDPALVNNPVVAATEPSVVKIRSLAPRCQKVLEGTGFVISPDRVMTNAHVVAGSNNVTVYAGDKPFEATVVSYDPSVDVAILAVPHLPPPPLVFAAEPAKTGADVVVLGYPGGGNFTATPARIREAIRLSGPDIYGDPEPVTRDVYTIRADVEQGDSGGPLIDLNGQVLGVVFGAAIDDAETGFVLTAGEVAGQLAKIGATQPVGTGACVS
# FBA Mtb inh: inhibits M. tuberculosis FBA enzyme; purified M. tuberculosis FBA, fluorescence read-out; 360,000 compounds, 2.3% hits; AID 588726; P9WQA3; inhibition, % at 1 µM; in the data active = inhibition above about 27%;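 note: 0% = vehicle and 100% = reference inhibitor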
# Target sequence (P9WQA3 whole entry, looked up): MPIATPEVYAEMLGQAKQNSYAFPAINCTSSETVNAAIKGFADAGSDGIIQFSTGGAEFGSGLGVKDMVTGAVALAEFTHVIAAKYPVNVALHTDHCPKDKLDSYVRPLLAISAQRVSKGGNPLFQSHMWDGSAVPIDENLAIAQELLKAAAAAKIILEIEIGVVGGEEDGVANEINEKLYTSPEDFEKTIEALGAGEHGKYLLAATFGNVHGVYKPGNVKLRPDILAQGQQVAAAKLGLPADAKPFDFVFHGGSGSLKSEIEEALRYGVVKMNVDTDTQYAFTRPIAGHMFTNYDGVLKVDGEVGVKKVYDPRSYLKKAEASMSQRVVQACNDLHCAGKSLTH
# VHR inh abs: blocks human VHR1 dual specificity phosphatase | 290,000 compounds, 0.52% hits | recombinant VHR phosphatase, pNPP absorbance | inhibition, % at 13.3 µM; in the data active = inhibition above about 50%; note: some compounds called inactive have numbers as strong as hits
# Target sequence (P51452 whole entry, looked up): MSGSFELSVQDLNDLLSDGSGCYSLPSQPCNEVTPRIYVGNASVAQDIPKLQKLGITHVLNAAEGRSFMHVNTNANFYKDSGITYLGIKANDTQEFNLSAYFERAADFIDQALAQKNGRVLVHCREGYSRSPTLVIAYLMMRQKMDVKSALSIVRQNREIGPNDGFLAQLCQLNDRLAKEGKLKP
# MazEF act: activators of E. coli MazEF toxin-antitoxin RNase; P0AE70; FAM/BHQ RNA-DNA oligo cleavage fluorescence, 5 h; activation, % at 20 µM; 350,000 compounds, 0.32% hits; AID 504720; in the data active = activation above about 50%
# Target sequence (P0AE70 whole entry, looked up): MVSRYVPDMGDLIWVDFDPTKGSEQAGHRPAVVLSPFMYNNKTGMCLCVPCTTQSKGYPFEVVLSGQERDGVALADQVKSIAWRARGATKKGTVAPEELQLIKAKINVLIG
# PriA SSB inh: inhibitors of Klebsiella pneumoniae PriA binding to SSB C-terminal tail. AlphaScreen SSBct-PriA binding, biotinylated peptide. inhibition, % at 33 µM. 430,000 compounds, 0.6% hits; in the data active = inhibition mostly above about 37%, no sharp cut-off; inactive = mostly below about 20%;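 note: plate controls were negative control peptide for no effect and reference peptide for full effect; strong numbers were not always called active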
# * = called active by the depositor; i = inactive; · = no result given; & = joins results of further samples.
mol,BH1578 lux ind,MazEF act,FBA Mtb inh,Rv3671c inh,BioA inh,VHR inh abs,GDH-TPI counter,PriA SSB inh,UGM FP inh,3CLpro inhibitor
COc1ccc(Cc2nnn(CC(=O)O)n2)cc1,i,4,1,1,0.1,3,4,-5,-0.1,-2
O=C(/C=C(/c1ccc(Cl)cc1)n1cncn1)c1ccccc1,3.3,-4,1,-6,·,20,-6,-3,0.6,3
COc1ccc(Cl)cc1NC(=O)COC(=O)c1ccc(Cl)nc1,-3.1,9,-2,4,0.0,·,-1,-1,0.5,·
Cc1ccc(NC(=O)C2CCN(S(=O)(=O)c3ccc4c(c3)NC(=O)C(C)S4)CC2)cc1C (centres undefined),-0.3,11,1,-26,-1.4,8,8,-2,0.7,8
O=C(CNc1ccccc1N1CCCC1=O)Nc1cc(C(F)(F)F)ccc1-n1cncn1,i,1,1,·,-1.1,·,-1,-2,·,·
O=C(NCCc1cccc(Cl)c1)c1ccc(OC2CCN(Cc3ccccn3)CC2)cc1,i,-12,5,·,-0.4,-9,14,7,·,-6
CN(CC(=O)Nc1ccccc1C(F)(F)F)Cc1c(O)ccc2ccccc12,-0.5,-13,4,-1,0.4,28,-2,3,-2.5,0
Cc1ccc(OCc2n[nH]c(=S)n2-c2ccccc2)cc1C,-0.2,-26,1,5,·,11,4,-5,1.0,-2

# Ordered by length of the SMILES (low to high): some entries from above
mol,BH1578 lux ind,MazEF act,FBA Mtb inh,Rv3671c inh,BioA inh,VHR inh abs,GDH-TPI counter,PriA SSB inh,UGM FP inh,3CLpro inhibitor
COc1ccc(Cc2nnn(CC(=O)O)n2)cc1,i,4,1,1,0.1,3,4,-5,-0.1,-2
Cc1ccc(OCc2n[nH]c(=S)n2-c2ccccc2)cc1C,-0.2,-26,1,5,·,11,4,-5,1.0,-2
COc1ccc(Cl)cc1NC(=O)COC(=O)c1ccc(Cl)nc1,-3.1,9,-2,4,0.0,·,-1,-1,0.5,·
O=C(NCCc1cccc(Cl)c1)c1ccc(OC2CCN(Cc3ccccn3)CC2)cc1,i,-12,5,·,-0.4,-9,14,7,·,-6

# (continued)
mol,BH1578 lux ind,MazEF act,FBA Mtb inh,Rv3671c inh,BioA inh,VHR inh abs,GDH-TPI counter,PriA SSB inh,UGM FP inh,3CLpro inhibitor
CCOc1cccc(Oc2ncccc2C(=O)/C(C#N)=C/N(C)C)c1,-0.9,7,1,-5,-1.4,12,2,-7,-0.3,3
CCOCCN1CCN(C2c3ccccc3CSc3ccccc32)CC1 (centres undefined),-1.2,0,5,5,1.9,·,2,3,4.6,·
CCN(CC(=O)Nc1ccccc1C(F)(F)F)C(=O)CSCc1c(C)noc1C,i,3,-2,3,·,·,3,-12,-1.0,·
CC(=O)Nc1nnc(SCC(=O)NC2CC2)s1,i,3,2,-6,-0.7,-7,-5,0,-0.8,-3
Cc1nn(-c2ccccc2)nc1CNS(C)(=O)=O,-0.7,14,3,1,·,17,3,-4,2.4,1
O=C(/C=C/c1ccccc1)CC(=O)c1ccccc1,-2.7,-4,6,·,-0.1,·,8,-1,·,·
Cc1ccccc1-c1nc2c3ccccc3nc(=S)n2[nH]1,i,-3,-2,2,2.0,17,-1,-6,2.4,2
COc1ccccc1C(=O)NC(CCSC)C(=O)N1CCN(C(C)=O)CC1 (centres undefined),-1.9,3,-1,-1,0.6,·,3,0,0.9,·
CN1CCn2cnc(C(=O)N3CCN(c4ccccc4)CC3)c2C1=O,-0.2,5,-3,·,-0.9,·,1,·,·,·
O=C1CCC(C(=O)Nc2ccc(Cl)cc2)N1 (centres undefined),i,4,3,6,0.2,44,-3,-2,7.1,-3
COc1ccc(NC(=O)C2CCN(Cc3cnn(-c4ccccc4)c3-n3cccc3)CC2)cc1OC,-0.5,-6,1,2,·,4,-6,7,-0.9,4
O=C(NC(=S)Nc1cccc2ncccc12)c1ccco1,-0.5,2,-4,-1,1.0,14,-7,-11,2.2,-1
CCSCCOC(=O)C1=C(C)NC(=O)NC1c1ccccc1 (centres undefined),-0.1,7,7,-1,2.8,4,11,-3,0.6,-3
O=C(Cn1nc(-c2ccccc2)nc1-c1ccccc1)OC1CCCCC1,-0.5,-1,-1,-6,-1.0,22,2,-7,0.2,0
Cc1ccc(S(=O)(=O)N2CCN(C(=O)n3ccnc3)CC2)cc1,i,5,0,-7,0.4,·,6,-1,4.9,·
CC(C)CC(O)(c1ccccc1)C(CN1CCOCC1)c1ccccc1 (centres undefined),-0.5,-1,1,-3,-2.7,2,2,2,0.6,0
C[C@H](CO)N1C[C@H](C)[C@@H](CN(C)Cc2ccc(Cl)c(Cl)c2)Oc2c(NC(=O)C3CCOCC3)cccc2C1=O,i,15,0,-4,6.4&4.0,·,-4,-11,1.0,·
O=c1c2cc(F)ccc2sn1-c1ccc(F)cc1,-3.7,-7,-1,5,-1.6,·,10,7,-0.7,·
Cc1ccc(C(NC(=O)Nc2ccccn2)C(Cl)(Cl)Cl)cc1F (centres undefined),-0.2,1,0,6,·,16,2,3,2.6,7
Cc1csc(NC(=O)c2ccc(C)c([N+](=O)[O-])c2)n1,i,6,-1,-2,·,-4,1,16,-0.3,1
COc1ccc2c(=O)c(C(=O)O)c(-c3ccc4c(c3)OCO4)n(C)c2c1,-0.2,-2,11,-4,-1.1,-5,15,-19,0.3,3
CC1Sc2ccc(S(=O)(=O)CCC(=O)N3CCCC3)cc2NC1=O (centres undefined),-0.4,2,1,1,1.3,7,-6,2,0.6,-1
CC(C)CN(C(=O)CN1C(=O)NC(c2ccccc2)(c2ccccc2)C1=O)C1CCS(=O)(=O)C1 (centres undefined),i,8,0,-1,-0.3,·,-11,-5,-1.5,·
COCCn1c(N)c(C(=O)c2cccc(S(=O)(=O)N3CCCCCC3)c2)c(=O)[nH]c1=O,-0.3,-7,0,-7,5.2,·,0,-18,-3.1,·
CCC1(c2ccccc2)NC(=O)N(CC(=O)NNC(=O)c2ccc(F)cc2)C1=O (centres undefined),-0.4,-2,-1,·,-0.2,·,11,-7,·,·
COc1ccc(C2=NOC(Cn3nc(-c4ccccc4)cc3C(=O)NCc3cccc(Br)c3)C2)cc1 (centres undefined),i,-11,0,-52,-0.6,·,9,7,-1.7,·
CCNC(=S)NCc1ccc(OC)c(OC)c1,1.3,7,-1,5,-0.9,9,1,0,0.5,0
Cc1ccc(S(=O)(=O)NCCC(=O)NC2CCCCC2)cc1,-5.6,3,5,3,-4.5,·,11,-3,3.4,·
O=C(CSc1nn(-c2ccc(F)cc2)c(=S)s1)NC(=O)NCc1ccco1,i,1,2,-21,·,25,17,-13,1.1,3
COC(=O)c1ccc(OC)c(-c2c(OC)cc(OC)cc2OC)c1,-3.4,2,1,5,·,40,0,-10,-3.7,-4
Clc1ccc(SCCCCN2CCOCC2)cc1,-0.1,-2,4,-4,·,2,11,-4,1.5,1
COc1cccc(NC(=O)COC(=O)Cc2ccccc2[N+](=O)[O-])c1,i,-1,-1,3,0.4,39,1,4,3.5,4
O=C(Cc1ccc(NC(=O)C2CCN(C(=O)C3CCCC3)CC2)cc1)Nc1cccc(C(=O)N2CCCCC2)c1,-0.9,-4,0,·,0.4,·,-5,-2,·,·
CC[N+](C)(CC)CCCOC(=O)C(O)(c1ccccc1)C1CCCCC1 (centres undefined),i,-4,-2,2,-0.6,-27,-1,-6,0.3,-5
COc1ccc(/C=C/CN2CCC(Oc3ccc(C(=O)N4CCCCC4)cc3)CC2)cc1,i,-1,1,-3,1.0,6,5,0,-0.7,1
COc1cc(NC(=O)COC(=O)/C=C/c2c(C)nn(C3CCS(=O)(=O)C3)c2Cl)cc(OC)c1OC (centres undefined),-0.4,6,-2,-2,1.3,30,4,-19,0.3,2
COc1ccc(C)cc1S(=O)(=O)N1CCC(C(=O)N2CCN(C)CC2)CC1,-0.3,-9,1,-6,·,13,7,3,-1.2,0
c1ccc2[nH]c(N3CCOCC3)nc2c1,i,2,0,6,-0.1,14,10,0&0,2.9,-2
Cc1ccccc1C(=O)NC(CC(C)C)C(=O)Nc1ccc(S(N)(=O)=O)cc1 (centres undefined),i,-4,-4,-6,·,10,-11,-4,-0.6,-3
Cc1nc2ccccc2c(=O)n1-c1ccc(F)c(NS(=O)(=O)c2ccccc2F)c1,i,-3,-1,-7,-0.7,·,4,-8,0.0,·
O=C(CN1C(=O)COc2ccccc21)N(CCCN1CCOCC1)CC1CC=CCC1 (centres undefined),-0.2,-9,0,0,2.0,22,2,6,0.8,-5
CCOc1ccc(CNC(=O)C2Cc3cc(S(=O)(=O)N4CCCCC4)ccc3N2C(C)=O)cc1 (centres undefined),-0.4,4,1,-10,0.4,10,-2,-7,-0.7,-1
C#CCOCCOCCOCCNc1nc(N2CCOCC2)nc(N2CCN(C(=O)[C@H](Cc3ccc(O)cc3)n3cc([C@@H](N)CC(C)C)nn3)CC2)n1,-11,17,-1,-1,1.7,16,-3,-2,0.3,0
CC(CC(=O)Nc1ccc(C(N)=O)cc1)c1ccccc1 (centres undefined),0.1,4,-3,-9,-0.6,-5,7,-10,2.4,2
COC(=O)c1ccc2c(=O)n(CC3CCCO3)c(SCC(=O)Nc3ccccc3OC)nc2c1 (centres undefined),-0.4,10,1,-8,-5.6,12,11,-11,0.5,2
CS(=O)(=O)N(CCc1ccccc1)CC(=O)Nc1ccc(OCc2ccccc2)cc1,-2.4,4,1,-1,-0.3,0,9,-12,-2.3,-2
Nc1ccc2nc3n(c(=O)c2c1)CCC3,-0.2,-12,110*,-4,0.5,29,9,-5,-0.9,·
CC1(Cc2ccc(Cl)c(Cl)c2)C(=O)Nc2c(Cl)ccc(Cl)c21 (centres undefined),-3.0,·,-3,·,0.1,·,10,·,·,·
Cc1cc(C(=O)CSc2nnc(C3COc4ccccc4O3)n2C)c(C)n1-c1ccc(F)cc1 (centres undefined),-0.3,-1,3,0,1.0,22,0,18,3.7,0
C#CCNc1nc(C(C)C)nc2c1nnn2Cc1ccccc1F,-0.2,6,3,0,-2.0,7,-4,-14,-3.2,-1
Cc1ccc(Cl)cc1NC(=S)N/N=C/c1cccc2ccccc12,i,-4,-1,-41,-0.8,21,3,·,2.3,3
COc1ccc(C2(C)NC(=O)N(CC(=O)NC3(C#N)CCCCC3)C2=O)cc1 (centres undefined),i,-1,3,-1,-1.2,6,-3,-1,-0.5,-3
Cc1ccc(C2=NC(C)(C)N3C2C3c2ccc([N+](=O)[O-])cc2)cc1 (centres undefined),i,-17,-5,-2,-1.8,-8,1,3,3.6,1
O=C(NCCC1=CCCCC1)C1CCN(C(=O)c2ccc(Cl)cc2)CC1,-0.4,-8,-3,2,2.6,34,-4,-9,-1.1,-5
COc1ccc(CN(CCC#N)C(=S)NC(=O)c2ccccc2)cc1,-0.7,3,7,0,0.8,27,8,-13,1.3,3
COC(CNS(=O)(=O)c1cc2c3c(c1)CCN3C(=O)CC2)OC,i,8,-1,-2,1.4,-4,4,-1,2.3,-3

# Following part
mol,BH1578 lux ind,MazEF act,FBA Mtb inh,Rv3671c inh,BioA inh,VHR inh abs,GDH-TPI counter,PriA SSB inh,UGM FP inh,3CLpro inhibitor
O=C(CCc1nc2sc3c(c2c(=O)[nH]1)CCCC3)N1CCN(c2ccccc2)CC1,-2.6,3,1,-4,·,·,4,-3,0.9,·
COC(=O)c1ccccc1NC(=O)CN(C)S(=O)(=O)c1ccc(OC)c(C)c1,i,0,5,4,0.7,-23,6,-3,2.2,0
Cc1ccc(S(=O)(=O)Nc2cc(C(=O)N3CCOCC3)ccc2N2CCCCC2)cc1,-0.7,1,-2,-6,2.3,34,-2,-2,2.0,0
COc1nc(N(C)C)nc(-n2nnc(C(C)=O)c2C)n1,i,6,-8,1,33,18,2,-8,3.4,5
Cc1nc2cc(-c3ccc(Cl)cc3)nn2c(C)c1CCC(=O)N1CCC2(CC1)OCCO2,0.0,1,9,·,2.4,·,3,-3,·,3

# These rows are one share of the data; the hit share may differ from the screen's.
